Source: PubChem
Pf apPOL inh = Pf-apPOL DNA polymerase inhibition; 210,000 compounds, 0.25% hits; Recombinant Pf-apPOL, molecular beacon fluorescence, 1.5 h; inhibition, % at 10 µM; AID 1794808
mHTT-CaM PPI inh = disrupts binding of mutant huntingtin to calmodulin; P42858; AID 1671202; AlphaScreen His-mHTT/GST-CaM binding, luminescence; inhibition, % at 15 µM; 190,000 compounds, 3.6% hits;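 note: 0% = both proteins with DMSO and 100% = one protein alone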
Target sequence (P42858 whole entry, looked up, stated change not applied): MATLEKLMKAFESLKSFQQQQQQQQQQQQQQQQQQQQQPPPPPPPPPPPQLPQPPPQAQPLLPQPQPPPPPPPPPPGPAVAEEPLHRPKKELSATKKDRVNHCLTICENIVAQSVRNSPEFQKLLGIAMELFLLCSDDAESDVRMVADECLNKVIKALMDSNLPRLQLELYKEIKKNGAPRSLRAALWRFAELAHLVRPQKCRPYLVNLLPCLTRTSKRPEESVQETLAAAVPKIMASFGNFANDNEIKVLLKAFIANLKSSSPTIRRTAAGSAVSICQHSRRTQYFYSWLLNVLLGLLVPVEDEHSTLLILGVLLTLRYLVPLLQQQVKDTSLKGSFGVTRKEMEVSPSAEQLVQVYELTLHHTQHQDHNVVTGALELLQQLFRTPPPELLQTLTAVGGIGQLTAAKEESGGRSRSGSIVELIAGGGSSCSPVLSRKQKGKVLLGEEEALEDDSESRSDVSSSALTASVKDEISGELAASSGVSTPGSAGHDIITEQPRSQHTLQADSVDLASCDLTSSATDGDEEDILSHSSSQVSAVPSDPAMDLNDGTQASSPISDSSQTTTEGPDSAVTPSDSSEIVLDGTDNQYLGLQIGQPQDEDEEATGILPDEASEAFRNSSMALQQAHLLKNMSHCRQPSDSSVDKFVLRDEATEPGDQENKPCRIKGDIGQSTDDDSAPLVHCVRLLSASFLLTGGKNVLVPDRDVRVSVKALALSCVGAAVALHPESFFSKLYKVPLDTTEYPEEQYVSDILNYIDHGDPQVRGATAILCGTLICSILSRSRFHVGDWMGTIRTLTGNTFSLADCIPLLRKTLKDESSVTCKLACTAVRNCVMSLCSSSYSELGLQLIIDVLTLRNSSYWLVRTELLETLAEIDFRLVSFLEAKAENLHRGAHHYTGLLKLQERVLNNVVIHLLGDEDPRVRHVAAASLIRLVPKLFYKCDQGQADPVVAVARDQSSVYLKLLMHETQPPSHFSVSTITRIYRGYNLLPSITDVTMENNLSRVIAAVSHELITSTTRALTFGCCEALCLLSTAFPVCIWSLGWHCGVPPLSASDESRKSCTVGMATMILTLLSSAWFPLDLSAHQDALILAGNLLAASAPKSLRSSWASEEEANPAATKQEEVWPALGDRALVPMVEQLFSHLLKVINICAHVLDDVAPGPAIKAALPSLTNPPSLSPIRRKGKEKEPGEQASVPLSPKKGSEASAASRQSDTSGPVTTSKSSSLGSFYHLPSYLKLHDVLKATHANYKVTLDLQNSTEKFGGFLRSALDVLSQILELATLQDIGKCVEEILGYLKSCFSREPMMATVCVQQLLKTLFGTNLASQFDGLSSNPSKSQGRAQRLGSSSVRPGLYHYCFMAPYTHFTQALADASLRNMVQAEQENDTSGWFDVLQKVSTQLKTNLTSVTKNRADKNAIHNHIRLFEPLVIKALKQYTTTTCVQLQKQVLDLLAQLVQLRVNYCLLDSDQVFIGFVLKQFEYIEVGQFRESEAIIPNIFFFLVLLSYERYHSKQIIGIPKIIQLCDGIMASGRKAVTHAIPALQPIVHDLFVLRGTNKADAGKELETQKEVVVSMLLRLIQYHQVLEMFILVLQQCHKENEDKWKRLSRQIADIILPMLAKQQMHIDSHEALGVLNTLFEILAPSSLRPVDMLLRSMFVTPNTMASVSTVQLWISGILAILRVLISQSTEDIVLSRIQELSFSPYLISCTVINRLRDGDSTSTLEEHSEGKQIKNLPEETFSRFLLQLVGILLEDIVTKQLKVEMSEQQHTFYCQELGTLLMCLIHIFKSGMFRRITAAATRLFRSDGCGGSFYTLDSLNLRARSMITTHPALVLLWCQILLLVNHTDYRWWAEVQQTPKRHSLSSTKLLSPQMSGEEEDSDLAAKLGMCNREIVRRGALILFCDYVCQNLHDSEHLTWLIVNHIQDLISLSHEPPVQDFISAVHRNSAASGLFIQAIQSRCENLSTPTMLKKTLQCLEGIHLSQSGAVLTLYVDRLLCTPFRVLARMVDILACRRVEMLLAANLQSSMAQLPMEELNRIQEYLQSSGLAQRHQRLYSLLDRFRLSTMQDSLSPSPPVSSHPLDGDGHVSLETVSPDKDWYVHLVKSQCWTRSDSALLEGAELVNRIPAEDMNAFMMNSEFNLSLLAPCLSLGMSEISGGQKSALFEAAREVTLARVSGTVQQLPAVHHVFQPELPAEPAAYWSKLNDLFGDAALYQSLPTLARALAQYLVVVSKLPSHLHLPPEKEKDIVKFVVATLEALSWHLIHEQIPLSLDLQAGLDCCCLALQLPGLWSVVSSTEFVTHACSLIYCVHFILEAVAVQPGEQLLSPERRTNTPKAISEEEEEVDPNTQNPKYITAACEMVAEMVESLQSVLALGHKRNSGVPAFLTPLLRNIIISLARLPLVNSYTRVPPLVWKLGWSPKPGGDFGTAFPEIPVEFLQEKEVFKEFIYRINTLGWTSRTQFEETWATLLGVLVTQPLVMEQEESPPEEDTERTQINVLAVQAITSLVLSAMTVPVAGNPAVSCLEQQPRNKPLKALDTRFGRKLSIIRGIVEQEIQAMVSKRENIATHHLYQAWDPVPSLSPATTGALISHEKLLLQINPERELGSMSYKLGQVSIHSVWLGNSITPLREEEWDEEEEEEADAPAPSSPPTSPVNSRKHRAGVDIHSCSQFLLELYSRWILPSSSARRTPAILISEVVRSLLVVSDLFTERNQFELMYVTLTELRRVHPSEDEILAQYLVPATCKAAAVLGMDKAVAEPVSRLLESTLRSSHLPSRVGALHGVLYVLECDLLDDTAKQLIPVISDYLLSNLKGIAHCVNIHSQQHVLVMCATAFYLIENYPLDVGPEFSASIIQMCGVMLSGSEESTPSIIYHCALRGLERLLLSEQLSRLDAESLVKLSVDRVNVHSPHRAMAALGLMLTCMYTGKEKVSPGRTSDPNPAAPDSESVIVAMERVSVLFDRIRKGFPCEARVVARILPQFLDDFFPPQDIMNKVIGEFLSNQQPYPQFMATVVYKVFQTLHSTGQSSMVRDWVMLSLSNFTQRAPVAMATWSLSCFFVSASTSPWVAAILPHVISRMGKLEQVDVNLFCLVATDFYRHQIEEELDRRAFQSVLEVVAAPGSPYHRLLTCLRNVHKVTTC
Starred values were filed as active, the others as inactive; . = no result given; & = joins results of further samples. Cut-off read from the data, not from the text of the source: active = inhibition above about 50%; inactive = the rest.

SMILES | Pf apPOL inh | mHTT-CaM PPI inh
Cc1csc(-c2nc(-c3ccc(C(F)(F)F)cc3)no2)c1 | -10 | .
CCc1cc2c(=O)c(-c3ccc4c(c3)OCO4)c(C)oc2cc1OC(C)=O | -2 | 8
COC(=O)c1cnc2nc(C)ccc2c1Nc1cccc(Cl)c1 | -5 | 11
COc1ccc(CCNS(=O)(=O)c2cc(C(=O)Nc3cccc(C)c3)ccc2F)cc1OC | 1 | 21
COc1cccc(OC)c1OCCOc1ccccc1OC(C)C | -7 | -42
O=C(Nc1cc([N+](=O)[O-])ccc1F)c1cnc2n(c1=O)CCS2 | -5 | -2
O=C(N1CCC(c2nnc(-c3ccc(F)cc3)o2)CC1)C1(c2cccs2)CCCC1 | -1 | -6
CCC(=O)c1ccc2c(c1)CCCC2 | 1 | -4
CCOC(CNC(=O)Cn1c(=O)oc2cc(Cl)ccc21)OCC | -2 | -2
Cc1ccc(NC(=O)c2cc3c(CO)cnc(C)c3oc2=Nc2ccc(C(F)(F)F)cc2)cc1 | 4 | -3
O=C(ON(C(=O)c1ccc(F)cc1)C1C2CC3CC(C2)CC1C3)c1ccc(F)cc1 (centres undefined) | -9 | .
CCc1ccccc1NC(=O)c1ccccc1[N+](=O)[O-] | -6 | -2
COc1ccc(-c2nc3cccnc3n2C2CCN(C(=O)NCc3cccc(F)c3)C2)cc1 (centres undefined) | -7 | 41
O=C(NC1CC1)C1CCN(c2nccnc2Sc2ccccc2)CC1 | -13 | -7
Cc1ccc2nc(-c3ccc(C)o3)c(NC(=O)C3CCCC3)n2c1 | 2 | 38
CCCCCCCCCCCc1nnc(SCc2ccc(Cl)cc2)n1C | -4 | .
COCCNC(=O)c1cc2nc(-c3ccco3)cc(C(F)(F)Cl)n2n1 | -5 | -4
CCC(C)N=Cc1c(NCCO)nc2c(C)cccn2c1=O (centres undefined) | -4 | -3
O=C(c1c[nH]c2ncccc12)N1CCN(C2CCCCC2)CC1 | 5 | 15
Cn1cc(CCC(=O)NCc2cccs2)c2ccccc21 | -14 | -1
CCC/C=C/c1ccc(CN2C(CC(C)C)C(=O)N(Cc3cn(CCOCOC)nn3)CCS2(=O)=O)cc1 (centres undefined) | -3 | 5
CCn1cc(SCC(=O)Nc2cc(C)ccc2C)c2ccccc21 | -6 | 1
Cn1c(NC(=O)c2ccco2)cc(=O)n(C)c1=O | -6 | 4
COc1cc(/C=C/c2ccc3cccc(O)c3n2)cc([N+](=O)[O-])c1O | -5&-11 | 93*
Cc1cccc(CC2SC(=Nc3ccccc3)NC2=O)c1 (centres undefined) | 4 | 0
COCCC1CCN(C(=O)c2ccc(C(F)(F)F)cc2)CC1 | -3 | 3
O=C(/C=C/Nc1cccc(F)c1)c1cccs1 | -11 | -12
Cc1ccc(C(=O)N2CCc3c(c(COCc4ccccc4C)nn3C)C2)cc1 | -5 | 24
NNc1ncnc2ccccc12 | . | 100*
Cc1cccn2c(=O)c3cc(C#N)c(=N)n(CC4CCCO4)c3nc12 (centres undefined) | -2 | -1
COCCN(Cc1ccncc1)C(=O)c1ccsc1 | 3 | -4
CCCN1CCN(C(=O)C2CCc3nc(N4CCN(C(C)=O)CC4)sc3C2)CC1 (centres undefined) | 2 | 5
O=C(CC1CCN(C(=O)c2ccccc2Cl)CC1)NCCCc1ccccc1 | -4 | -3
CC(=O)N1CCc2nn(CC(=O)Nc3cccc(Br)c3)c(=O)cc2C1 | -5 | -3
COc1ccc(-n2nc3c(c2NC(=O)c2ccc(OC(C)C)cc2)CS(=O)C3)cc1 (centres undefined) | -24 | 18
O=C(CCS(=O)(=O)c1ccc(Br)cc1)Nc1cccc(C(F)(F)F)c1 | -4 | 2
Cc1c([N+](=O)[O-])c2ccc(O)c(CN(C)C)c2n1-c1ccccc1 | 3 | 12
CCOc1cc2c(c([N+](=O)[O-])c1)NC(c1ccccc1)C1CC=CC21 (centres undefined) | -2 | 57*
Cc1ccc(C(=O)Nc2cccc([N+](=O)[O-])c2C)cc1Br | -1 | -4
O=S(=O)(c1ccc(Cl)cc1)n1nnc2ccccc21 | -5 | -2
Cc1ccsc1C=Cc1ccnc(Sc2ncc([N+](=O)[O-])s2)n1 | -9 | .
COc1ccccc1OCCN1C(=O)Cc2c(C)ncnc21 | -3 | 12
Cc1nc2cc(-c3noc(-c4ccoc4)n3)ccc2o1 | 1 | -12
COCC(=O)N1CCN(c2ccccc2F)C(=O)C1C (centres undefined) | 3 | -4
Cc1cccc(OCc2nnc(NC(=O)C(F)(F)F)s2)c1C | 10 | 2
Cc1ccc(NC(=O)c2c(O)c3cccnc3n(-c3ccccc3)c2=O)c(C)c1 | -10 | -6
COc1cccc(C(CC(=O)NCc2ccco2)NS(=O)(=O)c2ccc(F)cc2)c1OC (centres undefined) | -4 | -4
CCOc1cc(C=O)ccc1OCCOc1ccc([N+](=O)[O-])cc1 | -7 | 4
O=C(Nc1nnc2ccccn12)c1cccc(Br)c1 | -15 | 32
COCC(=O)N1CCC2(CC1)NC(=O)c1ccc(Cl)cc1N2 | 5 | -2

Additional structures
SMILES | Pf apPOL inh | mHTT-CaM PPI inh
CC(C)(C)CC(C)(C)N=C1Nc2ccc([N+](=O)[O-])cc2N[C@]12C[C@H]1CCCC(=O)N3CC[C@@H](C2)[C@@H]13 | -3 | 44
Cc1ccc(NC(=O)C2CCN(c3cc(C(=O)N4CCCC4)ccn3)CC2)cc1C | 4 | 23
CC(C)NC(=O)C1=CCN(C(=O)c2ccccc2F)CC1 | 0 | -1
CC(=O)Nc1nc2ccc(OC(F)(F)F)cc2s1 | -5 | 0
O=C(CSc1nc(O)cc(=O)n1-c1ccc(F)cc1)NC1CCCCC1 | 3 | 30
COc1cccc(C(=O)N2CCC3(CC2)NC(=O)c2cc(Cl)ccc2N3C)c1 | -1 | -16
CC1CCCN(C(=O)c2ccc(-c3cccnc3)nc2)C1 (centres undefined) | -3 | -9
CC(C)NC(=O)Cn1cnc2c(oc3ccccc32)c1=O | 1 | -10
COC(=O)c1cc(OCc2cccc(F)c2)c2ccccc2n1 | -8 | -1
CC(=O)c1ccc(N2CCN(C(=O)c3ccc(-n4cccn4)nn3)CC2)cc1 | 0 | -4

Another view of some results above.
Structure,Pf apPOL inh,mHTT-CaM PPI inh
CC(C)NC(=O)Cn1cnc2c(oc3ccccc32)c1=O,1,-10
CC(C)(C)CC(C)(C)N=C1Nc2ccc([N+](=O)[O-])cc2N[C@]12C[C@H]1CCCC(=O)N3CC[C@@H](C2)[C@@H]13,-3,44
Cc1ccc(NC(=O)C2CCN(c3cc(C(=O)N4CCCC4)ccn3)CC2)cc1C,4,23

Carrying on:
SMILES | Pf apPOL inh | mHTT-CaM PPI inh
O=C(Nc1ccc(OCc2ccccc2)cc1)C1CCN(C(=O)c2cccs2)CC1 | 2 | 2
COc1ccccc1-n1c(C)nc2cc(C(=O)NCC(OC)OC)ccc21 | -2 | -4
Cc1c(NC(=O)Nc2ccccc2)c(=O)n(-c2ccccc2)n1C | 6 | .
CCOC(=O)CC(C)Nc1cc(NC(C)=O)ccc1OC (centres undefined) | -10 | .
O=C(c1ccccc1)N1CCC(CCNS(=O)(=O)c2ccccc2)CC1 | 1 | 50*
COc1ccc(-c2nnc(N3CCC(C(=O)NCc4cc(C)ccc4C)CC3)o2)cc1 | 0 | -3
Cc1ccnc(SC2CC(=O)N(c3ccc(Cl)c(Cl)c3)C2=O)n1 (centres undefined) | -51 | 6
Cc1ccc(NC(=O)N2CCCC2c2c(C)noc2C)cc1C (centres undefined) | -6 | -5
CCOc1ccc(NC(=O)CNS(=O)(=O)c2ccc(Br)s2)cc1 | -15 | -8
CSc1ccccc1NC(=O)c1c(F)cccc1F | 10 | -2
Cc1nnc(NC(=O)CSc2cn(CCNC(=O)c3ccccc3F)c3ccccc23)s1 | 4 | 19
COCCc1nc(C2CCCN2)n[nH]1 (centres undefined) | -7 | 2
CC(C)Cn1c(C2CCN(C(=O)c3ccsc3)C2)nc2ccncc21 (centres undefined) | -6 | -2
O=S(=O)(NCc1ccncc1)c1ccc2c(c1)OCCO2 | -10 | -10
Cc1ccc([N+](=O)[O-])cc1NC(=O)C12CC3CC(CC(C3)C1)C2 | 2 | 1
CSc1cccc(-c2nnc(NC(=O)Nc3ccccc3C(F)(F)F)o2)c1 | -5 | -10
COc1ccccc1Nc1ncc2c(n1)CCN(Cc1ccc(Br)s1)C2 | 1 | -7
O=C(CSc1nnc(Cc2ccccc2)o1)c1ccc(Cl)cc1 | -2 | -1
CCn1c(=S)[nH]c2cc(Cl)ccc21 | -15 | .
CCOc1ccccc1-n1c(SCC(=O)NCCc2ccccc2)nc2n[nH]c(C)c2c1=N | -4 | 12
COc1ccc(/C=c2\sc3nc4c(C)cc(C)cc4n3c2=O)cc1OC | -11 | 6
COc1ccc(-c2csc(/C(C#N)=C/c3ccc(Br)o3)n2)cc1 | 1 | 5
COc1ccc(C2(C(=O)NCC34CCCC3N(C)C(=O)CC4)CC2)cc1 (centres undefined) | 3 | -2
N#Cc1ccccc1NC(=O)CSc1nc2ccccc2o1 | 2 | 2
COc1cc(O)c(-c2c(C)cc(OC)c3c(OC)cccc23)c2c1C(C)NC(C)C2 (centres undefined) | -6 | .
Cc1ccc2cccc(Oc3ncnc(N)c3[N+](=O)[O-])c2n1 | 0 | 1
O=C(CC1(O)C(=O)Nc2ccccc21)c1ccccc1 (centres undefined) | 8 | -4
COc1ccc(-c2nnc(Nc3cccc(O)c3)c3ccccc23)cc1 | -1 | 15
Cn1c(C(O)(c2ccccc2)c2nc3ccccc3n2C)nc2ccccc21 | 2 | 25
COc1ccc(N2C(=O)CSC2c2ccccc2C(F)(F)F)cc1 (centres undefined) | -3 | -2
CN1CCN(c2nc(C(=O)NC3CCCC3)cs2)CC1 | 0 | -5
CCC(=O)NCCc1csc(C2CCN(C(=O)NC3CCCC3)CC2)n1 | -2 | -5
COc1ccc(SCC(=O)Nc2nc(-c3cccs3)cs2)cc1 | 4 | 6
CC(C)CNC(=O)c1ccc(-c2ccnc(N3CCCCC3)n2)cc1 | 1 | -6
COc1cc(CNC(=O)C2CC(=O)N(c3ccc4oc(C)nc4c3)C2)cc(OC)c1 (centres undefined) | -3 | 14
CSc1ccc(C2C3=C(CCCC3=O)Nc3ncnn32)cc1 (centres undefined) | 7 | -8
Cc1c(NC(=O)c2ccc([N+](=O)[O-])o2)cccc1-c1nc2ccccc2s1 | 3 | 30
CCCN1c2ccccc2-c2c(ssc2=S)C1(C)C | . | 48
CN(C)C(=O)Nc1cnccc1C(F)(F)F | -14 | .
COc1ccc(CCn2c(-c3ccc([N+](=O)[O-])cc3)nc(=S)c3c2CCCC3)cc1 | -5 | 3
O=C(Cc1cccnc1)N1CCC(c2nc(-c3ccncc3)no2)C1 (centres undefined) | -2 | -2
COc1ccc(C2C(C#N)=C(N)Oc3c2c(C)nn3-c2ccccc2)cc1 (centres undefined) | -3 | 5
CSC(=Nc1cc(C(F)(F)F)cc(C(F)(F)F)c1)N1CCCCC1 | -7 | .
O=S1(=O)CC2c3ccccc3CN2CN1Cc1ccccc1 (centres undefined) | -3 | -8
Cc1ccc(C(=O)O)cc1N=Cc1cc(Br)cc(Br)c1O | 0 | 2
CCC(=O)N1CCN(c2cc(Oc3cccc(F)c3)ncn2)CC1C (centres undefined) | -8 | -1
CCOCCCN(Cc1ccco1)C(=O)c1noc2c1CCCCC2 | -3 | 24
Cc1cc(S(=O)(=O)Nc2cccnc2)c(Cl)cc1Cl | 1&5 | -18&4
COc1cccc(-c2nc(C3CCN(C(=O)c4cc(F)ccc4F)CC3)no2)c1 | 6 | -7
Cc1cccc(NC(=O)C2(S(=O)(=O)c3ccc(Cl)cc3)CC2)n1 | -8 | -7
COc1ccc(C2CC(C(F)(F)F)n3nc(C(N)=O)c(Cl)c3N2)cc1OC (centres undefined) | -7 | 2
COC(=O)c1ccc(Oc2coc3cc(OC(=O)c4cccc(OC)c4)ccc3c2=O)cc1 | -3 | -2
COc1cc(OC)c(C=Nc2ccccc2)cc1Br | -2 | 4

Of the compounds above, 14 have a Cl atom:
SMILES | Pf apPOL inh | mHTT-CaM PPI inh
COC(=O)c1cnc2nc(C)ccc2c1Nc1cccc(Cl)c1 | -5 | 11
CCOC(CNC(=O)Cn1c(=O)oc2cc(Cl)ccc21)OCC | -2 | -2
CCCCCCCCCCCc1nnc(SCc2ccc(Cl)cc2)n1C | -4 | .
COCCNC(=O)c1cc2nc(-c3ccco3)cc(C(F)(F)Cl)n2n1 | -5 | -4
O=C(CC1CCN(C(=O)c2ccccc2Cl)CC1)NCCCc1ccccc1 | -4 | -3
O=S(=O)(c1ccc(Cl)cc1)n1nnc2ccccc21 | -5 | -2
COCC(=O)N1CCC2(CC1)NC(=O)c1ccc(Cl)cc1N2 | 5 | -2
COc1cccc(C(=O)N2CCC3(CC2)NC(=O)c2cc(Cl)ccc2N3C)c1 | -1 | -16
Cc1ccnc(SC2CC(=O)N(c3ccc(Cl)c(Cl)c3)C2=O)n1 (centres undefined) | -51 | 6
O=C(CSc1nnc(Cc2ccccc2)o1)c1ccc(Cl)cc1 | -2 | -1
CCn1c(=S)[nH]c2cc(Cl)ccc21 | -15 | .
Cc1cc(S(=O)(=O)Nc2cccnc2)c(Cl)cc1Cl | 1&5 | -18&4
Cc1cccc(NC(=O)C2(S(=O)(=O)c3ccc(Cl)cc3)CC2)n1 | -8 | -7
COc1ccc(C2CC(C(F)(F)F)n3nc(C(N)=O)c(Cl)c3N2)cc1OC (centres undefined) | -7 | 2

Only part of the results is shown; the hit share may differ from the screen's.
